High-throughput results: PubChem, several laboratories
GC-A act: GC-A (human) enzyme activation; P16066; hit rate 0.14% among 370,000; activation, % at 10 µM; AID 1671463; HEK293 GC-A cells, cGMP TR-FRET, EC30 ANP; 0% at EC30 ANP, 100% saturating ANP; in the data active = activation above about 40%
hcDAF-12 act: activates DAF-12 receptor from parasite H. contortus; HEK293 hcDAF-12 lit1-tk-luc reporter, luminescence; 0% DMSO, 100% Δ7-dafachronic acid; activation, % at 6.8 µM; hit rate 1.4% among 370,000;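 active = activation above the mean of all tested compounds plus 3 SD, cut at about 5.5% in these data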;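 also: 100% = response to 3 µM Δ7-dafachronic acid high control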
DAX1 inh-1: inhibits human nuclear receptor DAX1. P51843. inhibition, % at 6.75 µM. HEK293 Gal4-DAX1 luciferase reporter, luminescence. hit rate 0.99% among 340,000. AID 504766;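 active = inhibition above the mean over all tested compounds plus 3 SD, cut at about 4.2% in these data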;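 also: 0% = DAX1-transfected cells with DMSO and 100% = empty-vector control cells with DMSO; inhibition shows as a rise in luminescence from relieved DAX1 repression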
sPLA2-III inh: Blocks human group III sPLA2 activity. Q9NZ20. QFRET BODIPY PC-A2 liposome hydrolysis, fluorescence. inhibition, % at 12.2 µM. hit rate 0.56% among 370,000. AID 743126;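 active = inhibition above mean plus 3 SD of compounds lying within the high and low control bounds, cut at about 19% in these data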;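 also: 0% = median of test compound wells and 100% = no enzyme DMSO wells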
ssDAF-12 act: activates DAF-12 receptor from parasite S. stercoralis | HEK293 ssDAF-12/GRIP1 lit1-tk-luc reporter, luminescence; % of 3 µM dafachronic acid response | activation, % at 6.8 µM | hit rate 1% among 370,000 | AID 652126;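 active = activation above the mean over all tested compounds plus 3 SD, cut at about 0.9% in these data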;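 also: 0% = DMSO-only wells and 100% = 3 µM delta7-dafachronic acid wells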
hgDAF12 agonist: activates the H. glycines DAF-12 receptor ligand-binding domain; HEK293 GAL4-hgDAF12 UAS-luciferase reporter, agonist luminescence; normalized to butyrate control; activation, % at 6.8 µM; hit rate 1.8% among 370,000;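 active = activation above a cutoff set at the mean of all screened compounds plus 3 SD, cut at about 10% in these data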;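 also: 0% = DMSO wells and 100% = sodium butyrate wells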
SMARCA2 activ: increases SMARCA2 function in MMTV reporter cells; AID 652017; MG213 cells, MMTV-luciferase reporter, dexamethasone, overnight; hit rate 1% among 370,000; activation, % at 9.1 µM; in the data active = activation above about 7.8%;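 also: 0% = vehicle wells and 100% = reference activator wells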
ADAM10 inh: ADAM10 inhibition, QFRET primary screen; O14672; AID 720582; inhibition, % at 7 µM; hit rate 0.62% among 370,000; recombinant ADAM10, EDANS/DABCYL FRET peptide cleavage, 3 h;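 active = inhibition above a per-campaign cutoff equal to the mean of compounds falling between control-based bounds plus 3 SD, cut at about 20% in these data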;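 also: 0% = DMSO wells while the 100% control is not disclosed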
FXN GAA850 act: frataxin GAA850 promoter activation | HEK293 lucGAA850 FXN promoter luciferase reporter, 24 h; percent of 10 µM SAHA response | activation, % at 6 µM | hit rate 0.56% among 360,000;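 active = activation above the average of all compounds screened plus 3 SD, cutoff fixed separately per campaign, cut at about 7.5% in these data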;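 also: 0% = DMSO wells and 100% = 10 µM SAHA wells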
GC-B act: GC-B (human) receptor activation | P20594 | HEK293-GC-B cells, CNP EC30, cGMP TR-FRET; 0% at EC30 CNP, 100% saturating CNP | activation, % at 10 µM | hit rate 0.11% among 370,000;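 active = activation at 10 µM reaching about 35% in either raw or pattern-adjusted values, limit read from the data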
Target sequence (P20594 whole entry, looked up): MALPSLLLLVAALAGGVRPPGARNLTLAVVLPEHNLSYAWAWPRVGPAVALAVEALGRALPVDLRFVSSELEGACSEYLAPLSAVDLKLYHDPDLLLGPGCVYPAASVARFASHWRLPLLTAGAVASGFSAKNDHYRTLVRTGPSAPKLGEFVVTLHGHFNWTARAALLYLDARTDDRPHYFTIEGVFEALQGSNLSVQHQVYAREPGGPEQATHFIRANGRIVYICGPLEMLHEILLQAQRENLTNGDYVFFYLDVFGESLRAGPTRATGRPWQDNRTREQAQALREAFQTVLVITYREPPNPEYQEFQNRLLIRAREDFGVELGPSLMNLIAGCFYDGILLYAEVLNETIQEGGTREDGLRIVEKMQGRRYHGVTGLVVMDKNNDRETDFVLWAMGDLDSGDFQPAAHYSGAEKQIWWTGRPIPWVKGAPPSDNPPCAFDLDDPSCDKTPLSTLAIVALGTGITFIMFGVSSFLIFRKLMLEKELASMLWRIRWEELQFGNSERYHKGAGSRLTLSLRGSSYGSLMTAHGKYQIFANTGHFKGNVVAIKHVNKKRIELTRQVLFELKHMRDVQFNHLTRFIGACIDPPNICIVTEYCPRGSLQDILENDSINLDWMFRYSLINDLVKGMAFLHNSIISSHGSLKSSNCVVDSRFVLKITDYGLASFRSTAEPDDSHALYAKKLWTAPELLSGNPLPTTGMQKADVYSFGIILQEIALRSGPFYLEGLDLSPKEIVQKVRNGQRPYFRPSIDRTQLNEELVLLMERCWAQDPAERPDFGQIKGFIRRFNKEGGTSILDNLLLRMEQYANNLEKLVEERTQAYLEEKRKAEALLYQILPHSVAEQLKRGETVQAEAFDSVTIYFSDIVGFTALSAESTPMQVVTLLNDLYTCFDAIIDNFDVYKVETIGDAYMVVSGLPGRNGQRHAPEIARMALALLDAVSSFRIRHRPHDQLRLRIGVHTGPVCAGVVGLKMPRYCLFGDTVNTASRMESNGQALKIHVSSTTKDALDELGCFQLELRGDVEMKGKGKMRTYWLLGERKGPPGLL
DAX1 inh-2: blocks DAX1 repression of SF-1 activated StAR promoter; HEK293T StAR-luciferase reporter, SF-1/DAX-1 repression relief; inhibition, % at 6.8 µM; hit rate 1.1% among 370,000; AID 652010;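 active = inhibition above the mean over all tested compounds plus 3 SD, cut at about 3.6% in these data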;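 also: 0% = DAX-1 cells with DMSO and 100% = cells lacking DAX-1 with DMSO; higher inhibition means more luminescence from relief of DAX-1 repression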
* marks the source's active call; other numbers are inactive results; i = inactive; . = no result given.

SMILES | GC-A act | hcDAF-12 act | DAX1 inh-1 | sPLA2-III inh | ssDAF-12 act | hgDAF12 agonist | SMARCA2 activ | ADAM10 inh | FXN GAA850 act | GC-B act | DAX1 inh-2
CCCCC(=O)Nc1nc(C)c(C(C)=O)s1 | 2 | -2.0 | -0.3 | -5 | -1.1 | -0.4 | -1 | -5 | -0.8 | 1 | 0.7
Cc1c(-c2ccccc2)cnc2c(C)cccc12 | -16 | 1.2 | 2.1 | 2 | -0.3 | 0.8 | -1 | 1 | 1.4 | -9 | -0.1
COCCN1C(=O)c2cc(C(=O)Nc3ccc(C)c(F)c3)ccc2C1Nc1ccc(C)c(F)c1 (stereo unspecified) | 0 | 0.1 | -0.2 | -3 | -0.7 | 1.7 | -2 | -7 | 1.1 | 4 | 0.4
O=C(CCNc1n[nH]c(=O)[nH]c1=O)N1CCOCC1 | 1 | -1.8 | 2.5 | 7 | -1.3 | -0.2 | -1 | 8 | -2.9 | -1 | -0.3
Cc1ccc(NC(=O)c2cnc(N3CCN(c4ccccn4)CC3)c3ccccc23)c(Br)c1 | -2 | -4.6 | -6.4 | -3 | -2.6 | -10 | -5 | -61 | -6.3 | -3 | -3.5
COc1cc(CCC(=O)NCc2ccc(Cl)cc2)cc(OC)c1OC | -8 | -0.2 | -0.9 | -2 | -1.5 | -0.6 | 2 | -10 | 0.3 | 2 | 0.1
Cc1cc(Cl)c(S(=O)(=O)NC2CCCC2)cc1OCC(N)=O | -2 | -1.9 | -0.4 | -1 | -0.7 | -0.7 | -2 | -2 | 0.3 | -12 | 1.0
COc1ccccc1C(=O)NCC(c1cccnc1)N(C)C (stereo unspecified) | 1 | 0.6 | 0.2 | -1 | -0.5 | 1.7 | 0 | 6 | -0.9 | -3 | 0.8
O=C(C(Cc1ccccc1)n1cccc1)N1CCCCCC1 (stereo unspecified) | 6 | -0.8 | 1.2 | -15 | -0.3 | 2.4 | -2 | -9 | 0.2 | 3 | 0.7
Cc1cc(Cl)n2c(nc3ccccc32)c1C#N | 4 | 1.8 | 0.3 | 3 | -0.8 | -2.3 | 6 | i | 0.7 | -5 | -1.1
O=C(OCC(=O)c1cccs1)c1ccc([N+](=O)[O-])o1 | 2 | 2.0 | 0.1 | 6 | -1.3 | -0.7 | -1 | -4 | -0.4 | 1 | -0.7
COc1ccc(NC(=S)N(CCc2c(C)[nH]c3ccccc23)Cc2ccco2)cc1 | -1 | -1.3 | 0.6 | -2 | -1.4 | -0.6 | -1 | 19 | -0.5 | 1 | -0.4

2 consecutive records from above, for reference:
SMILES | GC-A act | hcDAF-12 act | DAX1 inh-1 | sPLA2-III inh | ssDAF-12 act | hgDAF12 agonist | SMARCA2 activ | ADAM10 inh | FXN GAA850 act | GC-B act | DAX1 inh-2
CCCCC(=O)Nc1nc(C)c(C(C)=O)s1 | 2 | -2.0 | -0.3 | -5 | -1.1 | -0.4 | -1 | -5 | -0.8 | 1 | 0.7
Cc1c(-c2ccccc2)cnc2c(C)cccc12 | -16 | 1.2 | 2.1 | 2 | -0.3 | 0.8 | -1 | 1 | 1.4 | -9 | -0.1

(listing goes on)
SMILES | GC-A act | hcDAF-12 act | DAX1 inh-1 | sPLA2-III inh | ssDAF-12 act | hgDAF12 agonist | SMARCA2 activ | ADAM10 inh | FXN GAA850 act | GC-B act | DAX1 inh-2
CCOC(=O)CNC(=O)C1COc2ccccc2O1 (stereo unspecified) | 8 | -0.1 | 0.1 | -3 | -1.1 | 0.8 | -1 | 1 | -0.5 | -4 | -0.1
CS(=O)(=O)c1ccc2nc(NC(=O)C3CC(=O)N(c4ccccc4)C3)sc2c1 (stereo unspecified) | -7 | -0.3 | -0.5 | -6 | -0.8 | 3.4 | -2 | -5 | -0.9 | -4 | -0.9
Cc1cc(NC(=O)Cn2ccsc2=N)c([N+](=O)[O-])cc1C | 3 | -0.2 | 1.1 | 4 | -1.1 | 2.9 | 3 | 5 | 2.4 | -2 | 0.3
CCc1ccc(N2C(=O)CC(N(CC3CCCO3)C(=O)/C=C/C(=O)O)C2=O)cc1 (stereo unspecified) | 5 | -2.5 | 1.1 | 0 | -1.0 | 0.5 | 0 | 4 | 1.5 | -1 | 0.0
CCCn1c(CNS(=O)(=O)c2ccc(C)cc2)nc2ccccc21 | -5 | 2.4 | -0.5 | -16 | -1.4 | 0.0 | 1 | -3 | 1.7 | -10 | -0.4
CC(C)N(C(=O)COC(=O)[C@@H]1CC(O)CN1S(=O)(=O)c1ccccc1[N+](=O)[O-])C(C)C (stereo partly specified) | 3 | 0.1 | -1.0 | -2 | -0.4 | -0.8 | -2 | 6 | -0.9 | 2 | 0.7
CCOc1ccc(S(=O)(=O)N2CCC(C(=O)Nc3ccccc3N3CCCC3)CC2)cc1 | -3 | -1.5 | 0.8 | 0 | -1.2 | 0.6 | -1 | 9 | -3.6 | -2 | -0.3
O=C1CN(C(=O)COC(=O)CCc2ccccc2O)c2ccccc2N1 | 2 | 0.2 | 0.8 | 10 | -0.4 | 0.1 | -1 | -12 | 0.6 | 2 | 0.8
COc1ccc(-c2cc(C(=O)OCC(=O)Nc3ccc4c(c3)OCO4)c3ccccc3n2)cc1 | -6 | 1.5 | 0.7 | -6 | -1.1 | 1.7 | 1 | -121 | 3.2 | -1 | -0.1
COc1cc(C(=O)NNC(=O)c2ccc(NC(=O)C(C)(C)C)cc2)cc(OC)c1OC | 2 | 1.7 | 2.4 | 1 | -1.5 | 2.0 | 0 | -12 | 1.6 | 2 | 0.6
C=CC[C@H](CC(=O)N(CCO)Cc1ccccc1)C(=O)N[C@H](COC(=O)[C@@H](CC=C)CC(=O)OC(C)(C)C)Cc1c[nH]c2ccccc12 | -8 | -2.8 | -1.1 | -71 | -1.5 | -2.0 | -1 | 26* | -5.4 | -3 | -0.3
CC1CCCN(c2cccc3c2S(=O)(=O)N(Cc2ccc(F)cc2)[C@@H](C)[C@H](c2ccccc2)O3)C1 (stereo partly specified) | 1 | -1.1 | . | 8 | -0.9 | 2.2 | 0 | -16 | . | 4 | 1.6
C[C@H](CO)N1C[C@H](C)[C@@H](CN(C)C(=O)NC2CCCCC2)OCc2cnnn2CCCC1=O | 0 | -0.9 | -0.7 | 9 | -0.7 | 1.5 | -4 | -4 | -0.5 | -2 | -0.8
CN(Cc1ccccn1)C(=O)CC1C(=O)NCCN1Cc1ccc(F)cc1Cl (stereo unspecified) | 6 | 1.4 | 0.3 | -1 | -1.1 | 0.9 | 0 | -20 | 0.3 | -2 | 0.1
O=C1CCC(c2ccccc2)c2ccccc21 (stereo unspecified) | 1 | -0.6 | . | 0 | -1.2 | -1.6 | -3 | 5 | 1.5 | 3 | -0.1
C[C@H]1O[C@H]1P(=O)(O)O | 1 | -0.9 | -1.2 | 3 | -0.8 | 0.1 | -5 | 4 | 1.3 | 3 | 0.6
O=C(COC(=O)Cc1c(Cl)cccc1Cl)NCCC1=CCCCC1 | 2 | 0.3 | 0.4 | 6 | -0.9 | -3.4 | -2 | -4 | 2.2 | -2 | -0.6
O=C(Nc1c(Cl)ccc2nsnc12)c1cccnc1 | 1 | 1.4 | 2.7 | 0 | -0.8 | 0.6 | 1 | -2 | 1.0 | 3 | -0.2
CCCCc1nc(SCCN2CCOCC2)c2c(=O)n(C)c(=O)n(C)c2n1 | 12 | -0.6 | 1.4 | -4 | -1.9 | -0.2 | -3 | -1 | 3.0 | 1 | -0.1
O=S(=O)(c1ccccc1)N1CCCN(S(=O)(=O)c2ccccc2)CC1 | -5 | -1.6 | -1.8 | -3 | -1.1 | -1.5 | -3 | -1 | 1.4 | -4 | -0.4
COc1ccnc(Oc2ccccc2)c1C#N | 1 | -1.0 | -0.8 | -3 | -2.2 | 2.4 | 2 | -3 | 4.7 | 2 | -0.3
Nn1c(COc2ccccc2F)nnc1SCC(=O)NC1CCCC1 | 3 | -0.8 | 1.2 | -2 | -1.3 | -2.8 | 1 | -2 | 0.2 | 3 | 1.0
CCc1ccccc1OCC(=O)OCC(=O)c1c(N)n(C)c(=O)n(C)c1=O | 1 | -0.7 | -3.1 | -2 | -1.1 | 0.8 | -2 | 6 | -0.1 | 0 | 0.1
CC(=O)OCC(=O)Nc1c(C)cccc1C | 1 | -0.6 | 0.6 | 5 | -1.4 | -2.3 | -2 | -6 | 1.9 | -1 | 0.7
COc1ccc(-c2nc(Cn3c(SCc4ccc(C)cc4)nc4ccncc43)c(C)o2)cc1OC | -3 | 3.0 | 0.3 | -19 | -1.2 | 12* | 1 | 1 | 3.3 | -6 | 0.5
O=C1CCCCCN1Sc1ccccc1 | 1 | -0.8 | 0.4 | -2 | -1.0 | 0.8 | 3 | -2 | -0.2 | 5 | 0.2
O=C(NC1CCN(C(=S)Nc2ccccc2)CC1)C1CCCCC1 | 3 | -0.7 | 1.1 | -5 | -1.1 | 0.8 | -3 | -4 | 0.3 | -1 | 0.4
Nc1ccc(S(=O)(=O)N2CCC(Cc3ccccc3)CC2)cc1 | -3 | 2.6 | 0.0 | 2 | -1.4 | -1.7 | 0 | 13 | 0.8 | 1 | 0.8
C/C(CC(=O)NCCN1CCOCC1)=N\NC(=O)c1ccncc1 | 1 | -1.2 | 0.0 | -1 | -1.0 | -1.0 | 0 | -4 | 1.8 | 0 | 0.2
N#C/C(=C\c1cccs1)C(=O)c1ccccc1 | 5 | -0.6 | 0.6 | -8 | -1.6 | 0.1 | 0 | -12 | -0.7 | 4 | 0.0
CCOc1ccccc1CNCC1CCCO1 (stereo unspecified) | 0 | 1.0 | 1.0 | 4 | -1.5 | -0.2 | 2 | -3 | 1.1 | -1 | -0.1
CCCC12CN3CC(CCC)(CN(C1)C3C(O)C(O)C(O)CO)C2=O (stereo unspecified) | 3 | -1.0 | 0.0 | 8 | -1.8 | -0.9 | -2 | 0 | -0.7 | 7 | -0.4
O=C(CCN1C(=O)c2ccncc2C1=O)Nc1ccc(F)cc1 | 0 | -1.7 | 0.1 | 4 | 0.5 | -0.9 | -1 | 8 | 0.3 | -4 | 0.7
Cc1ccccc1CNC(=O)c1ccccc1SCC(=O)NCc1ccco1 | 0 | -0.5 | 0.4 | 12 | -0.9 | 0.3 | -1 | -5 | -1.7 | 6 | -1.5
Cc1ccc(CN2CCCCC(NC(=O)c3ccc(F)c(F)c3)C2=O)cc1 (stereo unspecified) | 5 | -3.2 | . | 4 | -1.3 | -5.0 | -4 | 0 | . | -3 | -1.6
Cc1ccc(C)c(Cn2nnc3c(=O)[nH]c(C4CCN(C(=O)c5ccco5)CC4)nc32)c1 | -1 | -2.2 | 2.4 | -9 | -0.9 | -1.6 | 1 | 2 | -0.4 | -6 | 0.3
CCN(CC)C(=O)C1CCCN(C(=O)CCn2nnnc2CN2CCOCC2)C1 (stereo unspecified) | 2 | 5.2 | 0.3 | 9 | -1.4 | 0.7 | -3 | -12 | 0.2 | 4 | 1.0
C=CCOC(=O)C1=C(C)Nc2nnnn2C1c1ccc(OC)cc1OC (stereo unspecified) | -17 | -1.7 | -0.4 | -5 | -1.2 | -1.4 | -1 | 3 | 2.3 | -5 | -0.5
CCOC(=O)c1c(-c2ccccc2)nc2c(C)cccn12 | -3 | -1.2 | -0.4 | 0 | -1.8 | -1.3 | -1 | 14 | 0.3 | 0 | -0.7

Rows were taken by chance, and some 6.6% of all compounds hit somewhere here.
